# Screening results: PubChem, several laboratories
# EBNA-1 inhibitor = blocks EBNA-1 binding to DNA; EBNA-1 DNA binding, fluorescence polarization; AID 1950; inhibition, % at 14.8 µM; actives 0.34% (n = 300,000); in the data active = inhibition above about 28%
# Fam108B counter = counter-screen for RBBP9 inhibitors: inhibitors of mouse Fam108B; AID 1947; recombinant Fam108B, FP-Rh probe fluorescence polarization; actives 0.33% (n = 300,000); inhibition, % at 9.51 µM;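 active = inhibition above the screen mean inhibition plus 3 SD, computed separately per campaign, cut at about 18% in these data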;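 note: inhibitors lower polarization as less probe binds the enzyme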
# Efflux pump mplx = inhibitors of Candida antifungal efflux pumps expressed in yeast. S. cerevisiae Candida pump triplex, Nile Red efflux. inhibition, % at 10 µM. actives 0.44% (n = 330,000). AID 485275;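 active = plate passing quality check with inhibition over a set limit, or well fluorescence over plate mean plus 4 SD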;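 note: Nile Red retained in pooled yeast measured as flow cytometry median fluorescence; 0% = buffer negative control and 100% = Enniatin B positive control; higher means more Nile Red kept so more efflux inhibition; some compounds called inactive have numbers as strong as hits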
# ZTA DNA inh = ZTA (EBV) inhibition in EBNA-1 counter-screen; P03206; ZTA-DNA binding, fluorescence polarization; inhibition, % at 11 µM; actives 0.15% (n = 320,000); in the data active = inhibition above about 33%
# Target sequence (P03206 whole entry, looked up): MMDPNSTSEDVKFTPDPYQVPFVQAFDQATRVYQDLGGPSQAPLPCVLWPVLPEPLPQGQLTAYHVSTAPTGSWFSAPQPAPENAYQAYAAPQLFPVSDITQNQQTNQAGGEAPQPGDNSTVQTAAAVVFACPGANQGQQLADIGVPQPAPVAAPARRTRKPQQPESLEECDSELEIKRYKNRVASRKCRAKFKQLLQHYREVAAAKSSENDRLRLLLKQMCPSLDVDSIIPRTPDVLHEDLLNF
# CR mimetic SO = caloric restriction mimetics inhibiting age-related superoxide in yeast; superoxide response (% of plate mean), % at 10 µM; S. cerevisiae aged cells, superoxide DHE fluorescence; stronger effect = lower value; actives 0.18% (n = 330,000);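 active = superoxide response under a set limit, about three screen SD below normal, cut at about 65% in these data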;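 note: yeast aged for seven days with compound at 30 °C before DHE staining; 100% = average MFI of all compound-treated wells on the plate with controls excluded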
# Bcl-xL primary = blocks human Bcl-xL binding to Bim BH3 peptide. Q07817. GST-Bcl-xL / FITC-Bim BH3 peptide fluorescence polarization. inhibition, % at 10.9 µM. actives 0.7% (n = 320,000). AID 2129;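 active = inhibition above the mean of all tested compounds plus 3 SD, cutoff set per campaign, cut at about 30% in these data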;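 note: 0% = DMSO wells and 100% = unlabeled Bim-BH3 peptide competitor; inhibitors lower millipolarization by displacing the labeled peptide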
# Target sequence (Q07817 whole entry, looked up): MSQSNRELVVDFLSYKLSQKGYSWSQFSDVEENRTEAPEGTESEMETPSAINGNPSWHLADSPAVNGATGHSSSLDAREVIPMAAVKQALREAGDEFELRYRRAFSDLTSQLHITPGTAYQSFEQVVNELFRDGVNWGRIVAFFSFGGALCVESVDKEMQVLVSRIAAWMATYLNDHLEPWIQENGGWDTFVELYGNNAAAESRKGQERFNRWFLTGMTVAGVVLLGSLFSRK
# MCL1 BIM primary = inhibitors of human MCL1 binding to BIM-BH3 peptide | Q07820 | GST-MCL1 / FITC-Bim-BH3 fluorescence polarization | inhibition, % at 10.9 µM | actives 0.68% (n = 320,000);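 active = inhibition above the mean inhibition of all tested compounds plus 3 SD, set per campaign, cut at about 40% in these data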;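 note: 0% = DMSO wells and 100% = unlabeled Bim-BH3 peptide control; higher means more loss of mP so more displacement of Bim peptide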
# MEX-5 binding = C. elegans MEX-5 TCR-2 RNA binding activity. MEX-5/FITC-TCR2 RNA binding, fluorescence polarization; stronger effect = lower value. activity score (negative = inhibition of binding), % at 10 µM. actives 0.38% (n = 300,000);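 active = inhibition past about -25% in most replicates, and total fluorescence under double the plate's negative control median, limit read from the data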;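 note: 0% = DMSO and -100% = 5 µM competing unlabeled TCR2 RNA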
# Target sequence (Q9XUB2 whole entry, looked up): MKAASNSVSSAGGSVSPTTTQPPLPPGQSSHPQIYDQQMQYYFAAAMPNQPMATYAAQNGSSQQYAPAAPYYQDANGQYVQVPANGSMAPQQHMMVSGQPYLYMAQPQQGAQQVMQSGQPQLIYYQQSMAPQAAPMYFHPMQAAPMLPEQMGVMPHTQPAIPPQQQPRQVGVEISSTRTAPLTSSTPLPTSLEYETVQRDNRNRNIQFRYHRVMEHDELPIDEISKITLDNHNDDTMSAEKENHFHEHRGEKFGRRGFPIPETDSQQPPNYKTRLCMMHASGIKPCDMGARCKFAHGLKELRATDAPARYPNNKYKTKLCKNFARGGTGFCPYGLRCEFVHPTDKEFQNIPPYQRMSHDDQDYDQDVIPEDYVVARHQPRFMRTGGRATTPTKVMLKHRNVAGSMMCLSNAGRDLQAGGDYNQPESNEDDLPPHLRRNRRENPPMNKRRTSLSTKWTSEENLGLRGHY
# GLD-1 RNA inh = GLD-1-TGE RNA interaction inhibition (C. elegans). inhibition, % at 5.96 µM. Q17339. purified GLD-1 + fluorescein TGE RNA, fluorescence polarization. actives 0.44% (n = 320,000);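 active = percent inhibition above a per-plate cutoff, the plate mean of test compounds plus 3 SD, cut at about 30% in these data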;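 note: 0% = DMSO wells with GLD-1 and probe and 100% = wells lacking GLD-1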
# * hit, by the source's call; / = no result given.
mol,EBNA-1 inhibitor,Fam108B counter,Efflux pump mplx,ZTA DNA inh,CR mimetic SO,Bcl-xL primary,MCL1 BIM primary,MEX-5 binding,GLD-1 RNA inh
Cc1cc(SCC(=O)NC2(C#N)CCCCC2)nc2c(C)cccc12,8.0,0.3,-0.1,3.4,64.1*,-1.8,-2.8,0.2,1.9
Cc1nc(N2CCCCC2)c2c(C)c(C(=O)Nc3ccccc3C(F)(F)F)sc2n1,4.8,-1.2,0.0,-6.9,105.7,5.8,2.5,1.3,2.7
O=S(=O)(Cc1ccccc1)Nc1ccc(S(=O)(=O)N2CCCC2)cc1,-8.4,0.9,0.0,-1.8,100.0,-1.6,-3.2,1.3,-3.4
COC(=O)C1=C(C(=O)OC)C(c2ccccc2O)c2sc(=O)[nH]c2S1 (stereo not given),-0.8,4.3,0.0,6.3,161.5,33.4*,53.6*,/,2.9
Cc1ccc(NC(=O)COC(=O)CCn2c(C)csc2=O)cc1S(=O)(=O)N1CCOCC1,-3.2,2.3,0.1,-3.2,101.3,4.1,-1.1,-2.9,6.5
CCCCn1c(=O)[nH]c(=O)c2c1nc(-c1ccccc1F)n2Cc1ccccc1,9.0,1.1,-0.2,11.4,97.5,6.6,7.0,0.8,5.2
O=C(O)C1CCCCC1C(=O)NCCc1ccccc1 (stereo not given),-14.8,2.3,0.1,-9.2,103.0,1.0,4.8,-3.0,-1.1
Cc1cc(NC(=O)C(=O)NCc2cccc(Cl)c2)no1,-4.0,0.4,-0.3,-2.5,92.8,2.3,-0.7,-0.6,5.8
Cc1ccc(/C=C/C(=O)Nc2ccc(S(=O)(=O)Nc3onc(C)c3C)cc2)cc1,8.1,-1.7,-0.1,8.2,107.8,0.5,2.0,-0.5,9.0
COc1ccccc1CNCc1ccc(C)cc1,0.8,-0.7,0.0,-22.7,97.4,2.1,5.5,-1.1,7.4
Cc1ccc(C(=O)OCC(=O)NCc2cccs2)cc1C,0.5,2.3,0.0,9.4,95.6,0.1,-5.8,-2.2,-4.4
COc1ccccc1NS(=O)(=O)c1ccc(C(=O)N2CCN(c3ccccc3O)CC2)cc1,-7.7,0.6,0.0,-9.2,86.9,-0.3,-2.7,-0.3,-0.3
CCOc1cc(C(=O)OCC(=O)c2c(C)[nH]c3ccccc23)ccc1OCC(=O)N1CCOCC1,1.5,-1.9,0.0,15.7,89.2,1.0,-1.3,-1.9,4.3
COc1ccccc1NS(=O)(=O)c1cc([N+](=O)[O-])ccc1N/N=C/c1sc(N2CCOCC2)nc1-c1ccccc1,4.6,2.6,0.0,1.3,103.2,-23.5,-65.3,1.4,-41.2
Nc1nc(Sc2ccc(C(F)(F)F)cn2)n[nH]1,1.3,2.5,-0.1,1.8,97.8,0.2,7.4,0.2,-4.8
CN(Cc1ccccc1)C(=O)COc1ccc(Br)cc1Cl,-0.4,-4.7,0.1,5.3,106.6,5.5,6.4,1.7,2.5
CC(/C=N/NC(=O)Cn1cnc2ccccc21)=C\c1ccccc1,-11.3,-2.4,0.2,7.8,104.5,3.6,5.9,-0.3,-3.4
CC(=O)N1CCN(C(=O)CNc2cc(C(F)(F)F)ccc2OCC(F)(F)F)CC1,0.5,-1.6,-0.1,-12.6,89.6,3.6,2.3,2.9,-0.6
COc1cccc(C(=O)Nc2c[nH]c(=O)[nH]c2=O)c1,-7.0,1.8,0.0,5.6,97.0,4.1,5.8,0.8,6.5
N#Cc1cccc(NC(=O)COc2ccc(-n3ccnc3)cc2)c1,3.4,2.0,-0.1,6.5,102.7,2.5,0.9,2.0,-2.0
Cc1nnc2ccc(Oc3ccc(-c4ccccc4)cc3)nn12,-5.5,2.3,0.0,-3.4,92.8,3.4,-0.3,0.1,11.2
CCOc1ccc(/C=N/Nc2nc(=O)[nH]nc2C)cc1OC,6.8,-1.4,0.1,-6.1,84.2,2.1,2.2,0.4,9.4
C/C(=N\Nc1ncc(Cl)cc1Cl)c1ccc(OC(F)F)cc1,3.0,3.6,0.0,-13.7,97.7,2.7,6.4,0.6,3.8
O=C(CCc1nnc2ccc(N3CCCC3)nn12)Nc1ccc(F)cc1F,0.6,-1.8,0.1,-2.8,81.7,6.0,5.6,0.1,2.1
COc1ccc(/C=N/NC(=O)c2ccc3nc[nH]c3c2)cc1,-5.5,0.7,0.1,-3.2,118.3,-3.4,-3.9,1.1,-2.0
O=C(/C=C/c1cccs1)Nc1ccc([N+](=O)[O-])cc1,2.8,-0.5,-0.2,-4.8,100.8,1.1,-4.1,-2.0,0.9
CCSC1=N/C(=C\c2ccc(OC)cc2)C(=O)N1,10.2,4.2,0.0,10.3,92.7,5.7,8.6,-4.1,0.3
CCCc1cc(=O)oc2cc(C)cc(OCC(=O)NC(Cc3c[nH]c4ccc(O)cc34)C(=O)O)c12 (stereo not given),1.3,4.5,-0.1,2.2,81.4,6.0,5.2,-0.8,5.0
CCCCc1c(C)nc2ccccc2c1SCCC#N,8.0,-1.6,0.1,5.3,106.5,4.7,14.8,0.0,2.3
CCc1c(C)nc(SCC(=O)c2cccs2)c(C#N)c1C,13.0,2.0,0.1,-3.8,97.1,-0.8,-7.3,-33.6*,-23.8
CSc1ccccc1C(=O)C1CCCN(C(=O)c2ccc(N3CCOCC3)cc2)C1 (stereo not given),1.4,1.9,-0.1,5.1,96.5,2.0,1.2,-1.2,-4.2
O=C(NC1CCN(C(=O)NC2CCCCC2)CC1)c1ccco1,-8.7,2.8,0.2,-8.0,112.8,2.6,1.3,1.2,-5.2
O=c1cc2c(nn1Cc1cccc(Cl)c1)-c1ccccc1CC2,-8.5,-1.7,0.2,-17.0,85.4,4.6,-2.9,0.5,3.6
COc1ccc(C2Sc3nncn3N2Cc2ccc(C#N)cc2)cc1 (stereo not given),1.4,-2.9,-0.1,-16.8,104.0,-0.8,6.8,1.7,8.4
COc1ccc([C@H]2/C=C\CN(C(=O)[C@H](Cc3ccccc3)NC(=O)OCC3c4ccccc4-c4ccccc43)CC(=O)N2Cc2ccc(F)cc2)cc1,-9.0,0.1,0.0,4.7,101.4,6.6,-0.3,-0.7,9.3
Nc1c(Cl)c(Cl)nc(C(=O)OCC(=O)NCc2ccccc2)c1Cl,/,/,-0.1,5.6,85.4,7.7,2.8,/,14.2
O=C(CSc1nc2ccccc2n1CCc1ccccc1)NC1CCS(=O)(=O)C1 (stereo not given),-8.2,-2.8,0.1,5.6,97.3,-26.5,-16.5,1.6,0.4
CN(C)c1ccc(P(=O)(OC2CCCCC2)C(O)c2cccnc2)cc1 (stereo not given),4.5,0.3,0.0,0.5,100.7,2.3,-3.9,0.7,-0.7
O=C(N/N=C/c1ccc2c(c1)OCO2)/C(=C/c1ccc2c(c1)OCO2)NC(=O)c1ccccc1,1.6,2.8,-0.1,-0.3,89.6,4.3,-4.2,-1.2,4.0
COc1ccccc1N(C)S(=O)(=O)c1ccc(C(=O)N2CCCC(C(F)(F)F)C2)cc1 (stereo not given),2.9,1.9,-0.1,-13.2,70.7,-0.6,-4.4,0.3,-4.2
Cc1ccc(CNC(=O)c2ccc(N3CCC4(CC3)CC(c3ccccc3)=NO4)c(NC(=O)c3c(Cl)cccc3Cl)c2)cc1,3.6,-9.3,0.2,-8.8,106.0,8.3,8.6,1.5,2.5
CCOC(=O)c1ccc(NC(=S)NNC(C)(C)C)cc1,-9.6,1.1,-0.1,-3.2,86.1,1.0,3.0,-0.6,1.5
COc1ccc(NC(=O)CN2C(=O)/C(=C3\SC(=S)N(C4CCS(=O)(=O)C4)C3=O)c3ccccc32)cc1 (stereo not given),-1.6,-1.0,0.3,-11.2,103.4,11.7,13.1,0.5,-7.0
Cc1ccc(C(=O)Nc2ccc(NC(=O)c3cccs3)cc2)cc1[N+](=O)[O-],13.1,-2.3,0.2,10.2,100.0,1.8,0.1,-2.9,0.2
COc1cc(C(=O)NC(=S)Nc2ccc3c(c2)C(=O)N(C)C3=O)cc(OC)c1OC,-18.9,-0.3,12.4*,-4.3,102.9,4.5,3.6,0.6,8.4
CCOC(=O)c1c(C)n(C)c2ccc(OCC(O)Cn3nc(C)c(Br)c3C)cc12 (stereo not given),-0.3,1.3,-0.1,8.3,102.7,0.7,-5.4,2.3,-0.1
Cc1ccc(-c2csc(/C(C#N)=C/Nc3ccccc3SC(F)(F)F)n2)c(C)c1,1.4,-4.0,0.5*,-9.4,92.0,0.1,6.0,-0.2,-7.2
CC(=O)c1ccc(NC(=O)C2Cc3ccccc3CN2C(=O)c2ccccc2)cc1 (stereo not given),8.0,0.9,-0.2,-4.1,91.4,-2.3,-6.0,-0.2,2.4
Cc1ccc(NC(=O)C2CCCN2C(=O)OCc2ccccc2)cc1C (stereo not given),-0.4,-2.3,0.0,1.1,103.7,2.9,6.5,-0.5,-1.3
O=C1c2ccccc2C(=O)c2c1cccc2N1CCOCC1,-5.8,-0.4,0.0,-3.0,171.8,8.4,7.1,-2.9,-3.7
O=[N+]([O-])c1ccc(/C=N/Nc2cc(Cl)nc(-c3ccccc3)n2)cc1,2.1,9.4,0.0,-13.1,104.5,2.7,-0.5,-2.2,-1.9
Cc1cnc(C(=O)OCC(=O)Nc2cc(-c3ccccc3)nn2-c2ccccc2)cn1,9.0,-1.5,-0.1,-3.8,99.9,-1.3,-4.7,-1.2,4.6
O=C(Nc1ccc(N2CCN(C(=O)c3ccc(Cl)cc3)CC2)cc1)c1cc2ccccc2o1,4.7,3.5,0.5,10.2,103.5,-0.2,5.5,-0.5,2.6
COc1ccccc1N1CC(C)(C)C(=O)N(C(=O)c2ccc(Cl)cc2)C1=S,-5.6,3.8,-0.1,-5.0,96.9,3.7,0.4,-0.9,8.3
Cc1ccc(C)c(N(CC(=O)NC2CCCC2)S(=O)(=O)c2ccccc2)c1,-5.6,-4.7,0.3,-8.0,100.2,-5.4,-6.7,-0.8,-1.2
CCOCCCNc1nc2c(-c3ccccc3)nnn2c2ccccc12,-3.6,1.5,-0.3,4.4,108.6,3.0,1.7,1.4,2.6
CCC(=O)N1N=C(c2cccs2)CC1c1ccc(C)cc1 (stereo not given),5.9,2.8,0.2,13.0,104.7,-1.4,14.2,1.0,12.0
O=C(CCc1ccc(O)cc1)N/N=C/c1coc2ccccc2c1=O,2.1,-1.7,0.2,-13.7,80.6,6.7,3.2,1.3,5.1
CCOC(=O)C1CCCCN1Cc1ccc(C(F)(F)F)cc1 (stereo not given),3.3,3.1,0.2,3.9,98.4,0.8,2.7,1.7,-5.4
CC(OC(=O)Cn1cnc2c1c(=O)n(C)c(=O)n2C)C(=O)NCc1ccccc1 (stereo not given),7.7,0.6,0.0,3.6,111.9,5.2,4.3,-5.1,0.7
O=C(CNC(=O)c1ccc(Cl)cc1)NCC(F)(F)F,4.2,0.1,0.1,10.3,87.6,3.3,8.3,1.5,-1.7
CCOc1cc(/C=N/O)ccc1OCc1ccc([N+](=O)[O-])cc1,8.5,3.2,0.1,0.8,96.4,1.9,4.2,1.6,4.3

# Compounds as they come (roughly 2.3% active in at least one column).
